AmpC detergent – blocks E. coli AmpC beta-lactamase in detergent assay; Potency, µM (highest dose often 114 µM), inactives show at the highest dose activity change, negative = inhibition, usual class: inhibitors; P00811; AmpC hydrolysis of nitrocefin, absorbance 480 nm, 0.01% Triton; AID 485294; actives 0.041% (n = 370,000);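 note: potency is the fitted concentration of half-maximal effect; 0% = no-compound wells and -100% = no-enzyme wells; nearly all actives have a fitted effect of over 25% in size; some results filed as inactive show a strong effect at the top dose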
Target sequence (P00811 whole entry, looked up): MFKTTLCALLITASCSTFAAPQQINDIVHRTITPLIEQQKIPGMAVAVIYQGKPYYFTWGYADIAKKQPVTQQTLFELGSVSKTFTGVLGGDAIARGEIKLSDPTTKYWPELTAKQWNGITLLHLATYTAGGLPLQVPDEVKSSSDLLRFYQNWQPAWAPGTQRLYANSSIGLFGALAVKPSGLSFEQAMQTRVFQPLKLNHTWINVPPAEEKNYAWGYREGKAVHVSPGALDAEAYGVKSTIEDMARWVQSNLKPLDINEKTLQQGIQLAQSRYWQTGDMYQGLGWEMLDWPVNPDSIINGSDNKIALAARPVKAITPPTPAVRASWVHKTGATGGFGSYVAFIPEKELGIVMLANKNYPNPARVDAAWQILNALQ
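20 mM phosphate pH 7.0 + 0.01% (detergent screen) or 0.0001% Triton X-100; 5.3 nM AmpC reagent; cpd preinc 15 min RT; nitrocefin (800 uM stock) to start; A480 q20 s × 4 min; Activity was normalised to no-enzyme and no-compound control wells.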
AMA1 RON2 block – disrupts binding of P. falciparum AMA1 to RON2. AlphaScreen AMA1-biotinylated RON2 peptide binding. actives 0.2% (n = 360,000). Potency, µM (titrated, usually from 58.2 µM), without a hit: at the top dose activity change, negative = inhibition, most hits filed as inhibitors;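 note: potency is the fitted concentration of half-maximal effect; 0% = vehicle wells and -100% = peptide control; nearly all actives have a fitted effect of over 45% in size; some results filed as inactive show a strong effect at the top dose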
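AMA1 (3D7) with his tag at 25 nM final met compounds first, then biotinylated RON2 peptide at 25 nM; detection used donor plus acceptor beads, 10 µg/mL apiece, read by AlphaScreen after 30 min at room temperature.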
HCMV inh – blocks human cytomegalovirus replication; HFF cells, HCMV-luciferase reporter, 72 h; active compounds read low; activity change, negative = inhibition, % at 57.5 µM; actives 4.5% (n = 410,000); AID 1259415; in the data active = activity change below about -60%; inconclusive = no clear call, values can overlap the other calls; inactive = above about -39%
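Steps: HFFs plated, 16 h 37C; compounds added; HCMV-luciferase added to MOI 1 PFU/cell; 72 h 37C; OneGlo reagent, 5 min room temperature; luminescence read, normalized to controls.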
LmPK inh – LmPK (Leishmania mexicana) enzyme inhibition; purified LmPK, Kinase-Glo ATP luminescence, 1 h; Potency, µM (highest dose often 57.5 µM), inactives show at the highest dose activity change, negative = inhibition, hits mostly inhibitors; actives 0.37% (n = 290,000); note: potency is the fitted concentration of half-maximal effect
Target sequence (Q27686 whole entry, looked up): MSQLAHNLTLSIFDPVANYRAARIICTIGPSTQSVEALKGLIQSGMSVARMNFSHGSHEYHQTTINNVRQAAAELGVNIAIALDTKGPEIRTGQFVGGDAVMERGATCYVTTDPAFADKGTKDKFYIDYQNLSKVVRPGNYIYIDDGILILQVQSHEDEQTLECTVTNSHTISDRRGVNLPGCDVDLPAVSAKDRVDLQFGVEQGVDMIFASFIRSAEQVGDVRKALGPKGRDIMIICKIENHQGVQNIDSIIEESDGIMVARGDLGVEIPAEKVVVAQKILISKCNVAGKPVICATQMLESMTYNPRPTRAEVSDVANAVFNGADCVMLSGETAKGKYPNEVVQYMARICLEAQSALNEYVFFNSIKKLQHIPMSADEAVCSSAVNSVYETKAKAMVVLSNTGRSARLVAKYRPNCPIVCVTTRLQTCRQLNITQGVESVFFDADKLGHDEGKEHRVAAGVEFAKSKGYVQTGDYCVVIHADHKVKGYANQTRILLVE
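Kinase-Glo luminescence read after 1 h RT reaction of 0.1 nM LmPK with 0.5 mM PEP and 0.1 mM ADP. Activity scaled between uninhibited and enzyme-free controls.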
TbPYK inhibitor – blocks Trypanosoma brucei pyruvate kinase; Potency, µM (series often up to 76.8 µM), for the others: top-dose activity, negative = inhibition, actives largely listed as inhibitors; TbPYK enzyme, Kinase-Glo Plus ATP luminescence, 45 min; Q57TT1; actives 0.12% (n = 410,000); note: potency is the fitted concentration of half-maximal effect; nearly all actives have a fitted effect of over 50% in size
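Glycolytic pyruvate kinase of T. brucei was incubated with substrate, test compound and 130 uM ADP for 45 minutes at room temperature. Luminescent Kinase-Glo Plus signal was measured after 10 minutes.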
Sm TGR inh – blocks Schistosoma mansoni thioredoxin glutathione reductase. purified TGR, DTNB reduction, TNB absorbance 405 nm. Potency, µM (doses to about 114 µM), inactives show top-dose activity change, negative = inhibition, actives largely listed as inhibitors. actives 3% (n = 360,000); note: potency is the fitted concentration of half-maximal effect; nearly all actives have a fitted effect of over 60% in size
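First, TGR (20 nM dispensed) and NADPH were mixed with compound. Second, a 15 min room-temperature incubation followed. Third, further NADPH and then DTNB were added to start the reaction. Finally, TNB absorbance was monitored kinetically.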
AmpC inh no detg – AmpC beta-lactamase inhibition without detergent; AmpC nitrocefin hydrolysis, absorbance 480 nm, 0.0001% Triton; P00811; actives 0.52% (n = 330,000); Potency, µM (titrated, usually from 57.1 µM), inactives show at the top dose activity change, negative = inhibition, usual class: inhibitors; AID 485341;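 note: potency is the fitted concentration of half-maximal effect; plate controls were no compound for no effect and no enzyme for full effect; nearly all actives have a fitted effect of over 20% in size; some results filed as inactive show a strong effect at the top dose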
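AmpC (5.3 nM in the dispensed reagent) in 20 mM phosphate pH 7.0 with 0.01% (detergent screen) or 0.0001% Triton X-100 was preincubated with compounds for 15 min at room temperature. Nitrocefin was then added from an 800 uM solution, and hydrolysis was followed at 480 nm.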
* hit, by the source's call; ? = inconclusive; . = no result given; [ ] = remark or other dose. Unless noted, calls come from the whole dose curve; as a rule, active = well fitted curve in the direction sought with a large enough effect; inconclusive = small, poorly fitted or top-dose-only effect, or another doubt; inactive = no such curve, though single readings can be large; an effect the other way counts as inactive or inconclusive. Unless noted, % is set by controls: 0 for no effect and ±100 for the full control effect.

1. CC(C)c1ccc(C2c3[nH]c4ccccc4c3C[C@H]3C(=O)N(c4ccccc4C(=O)N4CCC[C@H]4C(=O)O)C(=O)N23)cc1 (stereo not given in full)
2. Fc1ccc2cc(-c3ccsc3)ncc2c1
3. O=C(COc1ccccc1)Nc1ccc2c(c1)nc1n2CCOC1
4. CCCCn1c(=O)c(C(=O)Nc2ccccc2F)c(O)c2ccccc21
5. COc1ccc(/C(N)=N/OC(=O)Cc2ccccc2)cc1
6. CC(=O)NCC1COc2ccccc2O1 (stereo not given)
7. CCN(CC)c1ccc(/C=N/NC(=O)c2ccc3c(c2)OCCO3)cc1
8. CN=c1scc(C)n1/N=C/c1ccc(O)c(O)c1O
9. O=S(=O)(Nc1ccc(-c2cnco2)cc1)c1ccccc1
10. COc1ccc(C(=O)Nc2cccc(S(=O)(=O)NC3=NCCC3)c2)cc1OC

entry no. | 1 | 2 | 3 | 4 | 5 | 6 | 7 | 8 | 9 | 10
AmpC detergent | -4% | . | -14% | -7% | -12% | -1% | -1% | 6% | 0% | .
AMA1 RON2 block | -11% | 28% | 31%[activator] | -3% | 37%[activator] | -2% | 47%[activator] | ? | -11% | -7%
HCMV inh | -22 | 16 | 33 | 99 | 2 | 2 | 9 | -5 | -15 | 6
LmPK inh | -1% | . | 0% | 0% | 0% | -3% | -4% | ? | -4% | .
TbPYK inhibitor | -6% | -9% | -6% | 2% | 0% | 4% | 9% | ? | -7% | 3%
Sm TGR inh | 6% | . | 5% | -13% | 1% | 0% | 4% | 22µM* | 7% | .
AmpC inh no detg | 78%[activator] | -17% | -16% | -21% | -18% | -4% | -43% | -37% | -28% | -18%

11. O=C(/C=C/c1ccc(F)cc1)c1ccccc1Br
12. N#CC1(C#N)[C@@H](C(=O)C23CC4CC(CC(C4)C2)C3)C12CCOCC2
13. COc1ccc(C(=O)OCC(=O)c2ccc3c(c2)NC(=O)CO3)cc1[N+](=O)[O-]
14. COc1cc([C@@H]2CC=C(C(=O)O)CN2S(=O)(=O)c2ccc(C)cc2)cc(OC)c1OC
15. O=[N+]([O-])c1c(Nc2ccc(O)cc2)cc(Cl)c2nonc12
16. Cc1ccc(NC(=O)Cc2nnc(SCC(=O)NC3CCCC3)n2C)cc1
17. COc1ccc(S(=O)(=O)Oc2c(OC)cc(C(=S)N3CCOCC3)cc2OC)cc1
18. CCn1cc(C2C(C(=O)Nc3cc(C)ccn3)=C(C)NC3=C2C(=O)CC(C)(C)C3)c(C)n1 (stereo not given)
19. O=C(CCc1ccccc1)OCCOC(=O)CCc1ccccc1
20. O=C(Nc1nnc([C@@H]2C[C@H](O)[C@@H](CO)O2)s1)c1cccs1

entry no. | 11 | 12 | 13 | 14 | 15 | 16 | 17 | 18 | 19 | 20
AmpC detergent | -10% | -5% | . | 2% | -15% | ? | 0% | ? | ? | .
AMA1 RON2 block | 12% | 13% | -4% | -4% | -13% | -6% | 3% | 20% | 26% | 2%
HCMV inh | -82* | ? | -13 | -12 | -100* | -24 | -7 | 0 | -36 | -4
LmPK inh | 1% | 7% | . | . | 0% | -3% | 8% | -4% | -1% | .
TbPYK inhibitor | -12% | -2% | -5% | -3% | 1% | 4% | -26% | -3% | 2% | -5%
Sm TGR inh | -27% | -1% | . | -17% | 0.32µM* | -4% | 1% | 1% | -22% | .
AmpC inh no detg | -22% | -30% | -18% | -17% | -22% | -12% | 59% | -10% | -8% | .

Single records, from the list above. Screens in order: AmpC detergent	AMA1 RON2 block	HCMV inh	LmPK inh	TbPYK inhibitor	Sm TGR inh	AmpC inh no detg
CCCCn1c(=O)c(C(=O)Nc2ccccc2F)c(O)c2ccccc21 reads -7%	-3%	99	0%	2%	-13%	-21%
Fc1ccc2cc(-c3ccsc3)ncc2c1 reads .	28%	16	.	-9%	.	-17%
N#CC1(C#N)[C@@H](C(=O)C23CC4CC(CC(C4)C2)C3)C12CCOCC2 reads -5%	13%	?	7%	-2%	-1%	-30%
COc1cc([C@@H]2CC=C(C(=O)O)CN2S(=O)(=O)c2ccc(C)cc2)cc(OC)c1OC reads 2%	-4%	-12	.	-3%	-17%	-17%
O=C(Nc1nnc([C@@H]2C[C@H](O)[C@@H](CO)O2)s1)c1cccs1 reads .	2%	-4	.	-5%	.	.

Other results follow.
21. Cc1c(-c2c(C#N)c(N)nc3c2CCCCCC3)cnn1C
22. Cc1cc2nn(-c3ccccc3)nc2cc1NC(=O)COc1ccc(Cl)cc1
23. O=C(NC(=S)N1CCCCCC1)c1ccccc1Cl
24. COc1ccc(-c2csc(NC(=O)C3COc4ccccc4O3)n2)cc1OC (stereo not given)
25. O=[N+]([O-])c1ccc(/C=N\N2CCN(Cc3ccccc3Cl)CC2)cc1
26. O=C(NC1CCCC1)C(c1ccccn1)N(C(=O)c1csnn1)c1ccc(F)cc1 (stereo not given)
27. CCc1cc(CNC(=O)C2CCC(=O)N(Cc3ccccc3F)C2)on1 (stereo not given)
28. Cc1ccccc1CN1C(=O)C(O)(CC(=O)c2cccc(Br)c2)c2ccccc21 (stereo not given)
29. CCCS(=O)(=O)NC(=O)C1(C)CCCN(C(=O)COc2ccc(Cl)cc2Cl)C1 (stereo not given)
30. O=C(COC(=O)c1ccccc1NCCO)Nc1cc(C(F)(F)F)ccc1N1CCOCC1

entry no. | 21 | 22 | 23 | 24 | 25 | 26 | 27 | 28 | 29 | 30
AmpC detergent | -1% | 15% | 3% | 3% | . | 0% | . | 12% | . | -1%
AMA1 RON2 block | -2% | . | 55%[activator] | -24% | ? | 1% | 4% | . | -2% | 21%
HCMV inh | 0 | 71 | 11 | -8 | -18 | -27 | -17 | ? | 17 | 10
LmPK inh | -1% | . | -2% | 6% | . | -4% | . | . | . | 0%
TbPYK inhibitor | 4% | -3% | -6% | -1% | 1% | 3% | 3% | 7% | 1% | 0%
Sm TGR inh | -13% | ? | 0% | 3% | . | 2% | . | 3% | . | 3%
AmpC inh no detg | -5% | . | -24% | 53% | . | -2% | . | . | . | 124%[activator]

31. COc1ccc(-c2n[nH]c(=S)n2Cc2ccccc2)cc1
32. COc1ccc(C(=O)NCc2ccc3c(c2)CCN3C(=O)c2ccncc2)cc1
33. Cc1ccccc1C(=O)Nc1ccnn1C1CCN(Cc2ccc(CO)o2)CC1
34. O=C(C1CCCCC1)N1CCC2CC1c1cc(N3CCCCC3)ccc12 (stereo not given)
35. CCC(=O)N1CCC1(C)C(=O)NCc1ccccc1SC (stereo not given)
36. CCOC(=O)c1cnc(SCC(=O)Nc2nc(C)c(C)s2)nc1N
37. CCN=C1S/C(=C/c2ccc(-c3ccc(F)cc3)o2)C(=O)N1CC
38. CN1c2ccccc2Sc2cc(N)ccc21
39. O=C(Nc1cccc(F)c1)N1CCC(c2ccccc2)CC1
40. O=C(O)c1cc([N+](=O)[O-])ccc1NCCCc1ccccc1

entry no. | 31 | 32 | 33 | 34 | 35 | 36 | 37 | 38 | 39 | 40
AmpC detergent | ? | -1% | -3% | . | . | -8% | 5% | ? | -2% | .
AMA1 RON2 block | 61%[activator] | . | -10% | -16% | 14% | -7% | 6% | ? | 10% | 0%
HCMV inh | -3 | -1 | 26 | -13 | -35 | -22 | . | 19 | -36 | 74
LmPK inh | ? | . | -1% | . | . | 4% | -7% | -7% | -5% | .
TbPYK inhibitor | ? | -2% | 2% | 0% | 7% | 0% | 2% | 2% | 1% | -4%
Sm TGR inh | -5% | 1% | -28% | . | . | -9% | 45µM* | -19% | -16% | .
AmpC inh no detg | -35% | . | 5% | . | . | -4% | -13% | -26% | -39% | .

41. Cc1ccc(C)c2nc(SCC(=O)Nc3ccc4c(c3)OCO4)c(C#N)cc12
42. Cn1c(COc2ccc([N+](=O)[O-])cc2)nnc1SCC(=O)NCC1CCCO1 (stereo not given)
43. O=S(=O)(/C(=C/c1ccc(C(F)(F)F)cc1)c1nc2ccccc2[nH]1)c1ccccc1
44. O=C(O)CC/C(=N/Nc1ncc(C(F)(F)F)cc1Cl)C(=O)O
45. N/C(=N\OC(=O)CCCCCN1C(=O)c2ccccc2C1=O)c1ccccn1
46. Cc1ccc(OC(C)C(=O)Nc2ccc(C)c(S(=O)(=O)Nc3ccc(C)cc3C)c2)cc1 (stereo not given)
47. CC(C)COP(=O)(c1ccc(N(C)C)cc1)C(O)c1ccccn1 (stereo not given)
48. O=C(COC(=O)c1cc(-c2cccs2)nn1-c1ccccc1)Nc1ccc(Cl)c([N+](=O)[O-])c1
49. COCCn1ccc2c(OCC(=O)Nc3ccccc3F)cccc2c1=O
50. CCCOc1ccc(/C=C/C(=O)NCc2ccccc2)cc1

entry no. | 41 | 42 | 43 | 44 | 45 | 46 | 47 | 48 | 49 | 50
AmpC detergent | -1% | ? | -9% | 0% | -13% | ? | -10% | -3% | 1% | -17%
AMA1 RON2 block | -6% | 0% | -14% | 129%[activator] | 59%[activator] | -7% | 74%[activator] | -7% | . | 24%
HCMV inh | -37 | 11 | -104* | -16 | -13 | 37 | 56 | -4 | 48 | -16
LmPK inh | 7% | 9% | -2% | -3% | -2% | 1% | -3% | 6% | . | 7%
TbPYK inhibitor | 0% | 4% | -11% | -4% | 3% | -11% | -6% | -1% | -15% | -3%
Sm TGR inh | 6% | -3% | 18µM* | . | -2% | -2% | ? | 4% | -5% | -5%
AmpC inh no detg | -11% | 0% | -48% | -25% | 0%[2.29 µM] | -51% | -7% | -16% | . | -10%

51. Cc1ccc(/C=N/NC(=O)Cn2nccc2C)o1
52. COc1cccc(C(c2nnnn2-c2ccc3c(c2)OCCO3)N2CCC3(CC2)C(=O)NCN3c2ccccc2)c1OC (stereo not given)
53. CC/C(Cc1ccccc1)=N\NC(=O)c1cc(C)oc1C
54. COc1ccc(NC(=O)NC(C)C2CC3CCC2C3)cc1 (stereo not given)
55. CN(C)CCN1C(=O)C(=O)/C(=C(/O)c2ccc(F)cc2)C1c1ccccc1 (stereo not given)
56. COc1ccc(-c2nnc(SCC(=O)Nc3cc(C)on3)n2N)cc1OC
57. Nc1nc2n(n1)C(c1ccccc1)CC(c1ccc(F)cc1)N2 (stereo not given)

entry no. | 51 | 52 | 53 | 54 | 55 | 56 | 57
AmpC detergent | -2% | . | 2% | 4% | -15% | -13% | -2%
AMA1 RON2 block | 21% | -18% | 51%[activator] | -26% | -6% | -10% | -3%
HCMV inh | -5 | -15 | -8 | -22 | -13 | -4 | -2
LmPK inh | -4% | . | 1% | 7% | -5% | -3% | -1%
TbPYK inhibitor | 7% | -6% | -15% | -2% | -6% | 3% | -9%
Sm TGR inh | 10% | . | -2% | 15% | -1% | 1% | 8%
AmpC inh no detg | -17% | . | -21% | -30% | -21% | -15% | -1%

Screening data: PubChem, National Center for Advancing Translational Sciences (NCATS)
